# Assay outcomes deposited in PubChem by National Center for Advancing Translational Sciences (NCATS).
# AmpC det inh: inhibitors of E. coli AmpC beta-lactamase with detergent; P00811; purified AmpC, nitrocefin hydrolysis with detergent; Potency, µM (doses to about 28.7 µM), without a hit: at the highest dose activity change, negative = inhibition; 71,000 compounds, 0.09% hits; AID 584; active = well fitted curve in the direction sought with a large enough effect
# Target sequence (P00811 whole entry, looked up): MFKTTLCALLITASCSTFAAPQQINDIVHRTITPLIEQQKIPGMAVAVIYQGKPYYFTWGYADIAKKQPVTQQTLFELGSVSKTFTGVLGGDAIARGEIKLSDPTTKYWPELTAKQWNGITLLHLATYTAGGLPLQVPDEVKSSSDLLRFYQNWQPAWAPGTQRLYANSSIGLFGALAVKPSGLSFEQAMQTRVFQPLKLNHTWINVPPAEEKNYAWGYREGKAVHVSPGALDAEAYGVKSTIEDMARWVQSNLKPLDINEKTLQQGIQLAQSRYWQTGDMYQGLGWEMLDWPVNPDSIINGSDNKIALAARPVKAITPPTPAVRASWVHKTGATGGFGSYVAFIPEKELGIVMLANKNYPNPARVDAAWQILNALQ
#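 E. coli AmpC (5.3 nM) in 20 mM phosphate pH 7.0 with 0.01% Triton X-100, preincubated 15 min RT with compound; nitrocefin (2 uL of 800 uM stock) hydrolysis followed by 480 nm absorbance every 20 s over 4 min.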
# * hit, by the source's call; & = joins results of further samples; [ ] = another dose, or the depositor's remark. % is set by controls: 0 for no effect and ±100 for the full control effect; potency is the fitted concentration of half-maximal effect.
item | Structure | AmpC det inh
1 | CCN(CCCNC(=O)C1CCCN(S(=O)(=O)c2cnc[nH]2)C1)c1ccccc1 (stereo not drawn) | 7%
2 | Cc1cc(-n2c(C)cc(C(=O)CSc3ncnc4ccccc34)c2C)no1 | -3%
3 | Cc1cc(C(C)(C)C)c(O)c(C(C)(C)C)c1 | 12%
4 | CCCCCCC(c1c(C)n(C)n(-c2ccccc2)c1=O)c1c(C)n(C)n(-c2ccccc2)c1=O | -5%
5 | COC(=O)CSc1nnc(CNC(=O)c2ccccc2OC)n1-c1ccc(OC)cc1 | 11%
6 | Cc1cc(=O)oc2n[nH]c(-c3ccccc3)c12 | -5%
7 | COc1ccc2oc(=O)c(C(=O)N3CCN(c4ccccc4F)CC3)cc2c1 | -5%
8 | CCOC(=O)N1CCN(C(=O)C(CC(C)C)NC(=O)C2CCCCC2)CC1 (stereo not drawn) | -2%
9 | COc1ccccc1-c1cc(Nc2ccc(F)cc2)ncn1 | 6%
10 | O=C(COc1ccccc1)Nc1cccc2nsnc12 | -2%
11 | Cn1c(=O)c2c(ncn2CC(=O)N2CCN(c3cccc(Cl)c3)CC2)n(C)c1=O | -2%
12 | Nc1ccc(CCNc2ncnc3c2ncn3[C@@H]2O[C@@H](CO)[C@H](O)[C@@H]2O)cc1 | 0%
13 | C/C(=C1/SC(N2CC(C)OC(C)C2)=NC1=O)c1ccccc1 (stereo not drawn) | -5%
14 | O=C(CSc1n[nH]c(-c2cccnc2)n1)Nc1ccnc2ccccc12 | -2%
15 | CCOC(=O)CSc1nnc(C2CCCCC2)n1C | -1%
16 | CN(C)c1ccc(NC(=O)CN2CCN(CC(=O)Nc3ccc(F)cc3)CC2)cc1 | -3%
17 | CC(C)C(=O)Nc1cccc(-c2cn3ccsc3n2)c1 | -3%
18 | CC(=O)N1CC=C2C(C#N)=C(N)C(C#N)(C#N)C(C)C2C1 (stereo not drawn) | 11%
19 | CC(C)(C)C1CCc2onc(C(=O)Nc3ccc(F)cc3F)c2C1 (stereo not drawn) | -2%
20 | COC(=O)CN(c1ccc(C)c(Cl)c1)S(C)(=O)=O | -1%
21 | O=C(c1cnn2ccccc12)N1CCc2ccccc21 | 14%
22 | O=C(O)c1cccc2c1C(=O)N(C1CCCCC1)C2 | 20%
23 | COc1ccccc1-c1nnc(SCC(=O)Nc2ccc(Cl)cc2Cl)o1 | -4%
24 | COc1ccc(CCN(Cc2cc3cccc(C)c3[nH]c2=O)C(=O)N2CCCC2)cc1OC | -3%
25 | COC(=O)Cn1cnc2sc(C)c(S(=O)(=O)N3CCN(c4ccccc4OC)CC3)c2c1=O | 10%
26 | Cc1cc(C)n(/N=C/c2cccc(O)c2)c(=O)c1C(N)=O | 0%
27 | COc1ccc(OC)c(NS(=O)(=O)c2cccs2)c1 | -8%
28 | CCOC(=O)NCc1ccc2c(c1)cc(C)n2C | -1%
29 | CC(C)(C)OOC(C)(C)C | 8%
30 | CN(C)c1ccc(C(c2nnnn2C(C)(C)C)N2CCN(C(=O)c3ccco3)CC2)cc1 (stereo not drawn) | -6%
31 | O=C(O)C/C(=C\c1ccco1)C(=O)O | -4%[5.75 µM]
32 | Nc1nc2ccccc2n1CCN1CCCC1 | -3%
33 | CN1CCN(c2ncc3nc(-c4cccs4)c(=O)n(Cc4cccs4)c3n2)CC1 | -3%
34 | O=C(O)Cn1ccnc1[N+](=O)[O-] | -4%[5.75 µM]
35 | COc1ccccc1-c1nnn(CC#N)n1 | -1%
36 | CCNc1ncc2nc(-c3cccc(C#N)c3)c(=O)n(C)c2n1 | 5%
37 | CCC(=O)Nc1c(-c2cccs2)c(=O)c2ccccc2n1C | 5%
38 | COc1ccccc1NC(=O)CSc1nnnn1-c1ccc2c(c1)OCO2 | -1%
39 | CN1C(=O)C(CC(=O)Nc2ccc3c(c2)Cc2ccccc2-3)N(C)C1=O (stereo not drawn) | -5%
40 | O=C(COC(=O)c1ccco1)Nc1ccccc1 | 13%
41 | CCN(C(=O)Cn1c(=O)n2nc(CCn3nc(C)cc3C)nc2c2ccccc21)c1cccc(C)c1 | 0%
42 | COc1ccccc1Nc1nc2c(s1)CCC2 | -4%
43 | COc1ccc(-c2ccc(-c3noc(-c4ccncc4)n3)c(OC)n2)cc1 | -3%
44 | CCc1cc2c3c(c(=O)oc2cc1O)CCCC3 | -6%
45 | CCOc1ccc(OCc2ccc(C(=O)Nc3cccc(C)n3)o2)cc1 | 16%
46 | COc1ccc(C2C(C#N)=C(N)OC3=C2C(=O)CCC3)c(OC)c1OC (stereo not drawn) | -2%
47 | Cc1cc(C(=O)CSc2nnc(-c3ccc(OC(F)F)cc3)o2)c(C)n1Cc1cccs1 | 1%
48 | CSc1ccc(N2C(=O)NC3(CCCCC3)C2=O)cc1 | 11%

# A few values from the entries so far:
# For AmpC det inh, cpd 47 has 1%
# For AmpC det inh, cpd 45 has 16%

# Next part:
item | Structure | AmpC det inh
49 | O=C(Nc1ccccc1-c1ccccc1)NC1CCN(CC(=O)N2CCOCC2)CC1 | 1%
50 | CCCCOc1ccc(C(=O)N2CCCCCC2)cc1 | 0%
51 | Cc1nnc(SCC(=O)NCc2ccco2)[nH]c1=O | 12%
52 | O=C(Cn1nnc(-c2ccccc2F)n1)Nc1ccc2c(c1)OCO2 | 1%
53 | c1ccc(COc2ccc(OCCn3cncn3)cc2)cc1 | -8%
54 | COC(=O)[C@H]1[C@H]2C[C@@H]3c4[nH]c5cc(OC)ccc5c4CCN3C[C@H]2C[C@@H](OC(=O)c2cc(OC)c(OC)c(OC)c2)[C@@H]1OC | 8%
55 | CC(n1cnnn1)C12CC3CC(CC(C3)C1)C2 (stereo not drawn) | -1%
56 | Cc1cccc(/N=C/c2c(O)c3ccccc3oc2=O)n1 | -3%
57 | CC(C)NC(=O)CCNS(=O)(=O)c1ccc(Br)cc1 | -1%
58 | O=C(CCCn1c(=O)[nH]c2cc(Cl)ccc2c1=O)N1CCC2(CC1)OCCO2 | -3%
59 | CCOC(=O)N1CCN(c2ccc(C(=O)CC)cc2F)CC1 | 14%
60 | CCOC(=O)N1CCN(C(=O)Nc2ccc3nc(C)sc3c2)CC1 | -4%
61 | C[C@@](N)(C(=O)O)c1ccc(C(=O)O)cc1 | 2%&-4%&-4%
62 | CCN(C(=O)CCc1nc(-c2ccccc2F)no1)c1cc(OC)ccc1OC | 1%
63 | CCN(CC)CCCN1C(=O)C(=O)/C(=C(/O)c2ccc(OC)c(Cl)c2)C1c1ccco1 (stereo not drawn) | 15%
64 | O=C(O)CCCNS(=O)(=O)c1cccs1 | -1%
65 | CCOP(=O)(c1ccc(N(C)C)cc1)C(O)c1ccccc1OC (stereo not drawn) | 12%
66 | COc1ccc(CNC(=O)CCn2c(=O)oc3ccccc32)cc1 | -1%
67 | CCOc1ccc2[nH]c(=O)c(CN(Cc3nnnn3Cc3ccccc3)CC3CCCO3)cc2c1 (stereo not drawn) | -4%
68 | c1ccc2[nH]c(-c3cscn3)nc2c1 | -3%
69 | CCOC(=O)N1CCN(S(=O)(=O)c2ccc(C(=O)Nc3sc4c(c3C#N)CCC4)cc2)CC1 | -6%
70 | COc1ccccc1N1CC(C(=O)OCC(=O)c2ccc(F)cc2)CC1=O (stereo not drawn) | -2%
71 | N#CC1=C(N)OC2=C(C(=O)CCC2)C12CCC1(CC2)OCCO1 | 10%
72 | COc1ccc2nc(C)cc(C(=O)O)c2c1 | 12%
73 | CCC(c1nnc(SCC(=O)NCC2CCCO2)n1Cc1ccccc1)N(C)C (stereo not drawn) | -4%
74 | CCCc1ccc(Oc2cn[nH]c2-c2ccc(O)cc2O)cc1 | 16%
75 | CC(=O)NC1C(=O)N=C(SCC(=O)NCc2ccccc2)NC1=O (stereo not drawn) | 8%
76 | Cc1onc(-c2ccccc2Cl)c1C(=O)Nc1ccc(CN2CCCC2)cc1 | 0%
77 | Cc1c(NC(=O)Cn2cnc3c(=O)n(C)c(=O)n(C)c32)cccc1-c1nc2ccccc2o1 | -2%
78 | CCOc1ncccc1C(=O)OCc1cc(=O)n2c(n1)sc1ccccc12 | -3%
79 | Cn1ncc2c1ncn1c(-c3ccccc3Cl)nnc21 | 2%
80 | COc1ccc(-c2nc3ccccc3c(=O)n2CCCn2ccnc2)cc1 | 5%
81 | Cc1ccc(C2C(C#N)=C(N)Oc3cc4c(cc32)OCO4)cc1 (stereo not drawn) | 1%
82 | Cc1c(Br)cc(-c2nnco2)cc1Br | -3%
83 | COc1ccc(S(=O)(=O)N2CCC(C(=O)N3CCOCC3)CC2)cc1OC | -1%
84 | O=C(Nc1ccc2c(c1)OCCO2)c1ccc(CN2CCOCC2)cc1 | -2%
85 | C[C@@H]1CC2(OC[C@]3(C)O[C@H]23)O[C@H]2C[C@@]3(C)[C@@H]4CC[C@H]5C(C)(C)C(O[C@@H]6OC[C@@H](O)[C@H](O)[C@H]6O)CC[C@@]56C[C@@]46CC[C@]3(C)[C@@H]12 (stereo partly drawn) | 8%
86 | CCOC(=O)c1c(C)oc2ccc(O)c(CN3CCCCC3)c12 | -2%
87 | CCOC(=O)Cn1c(CN2CCN(c3cccc(Cl)c3)CC2)nc2c1c(=O)[nH]c(=O)n2C | 9%
88 | COc1cc2[nH]c(=O)n3nc(-c4ccccc4)nc3c2cc1OC | 0%
89 | N#Cc1ccc(CN2CCC3(CC2)CCN(S(=O)(=O)c2ccccc2)CC3)cc1 | -4%
90 | O=C(COc1ncnc2ccccc12)NCCCN1CCCC1=O | -1%
91 | O=C(CSc1nc2ccccc2c(=O)n1-c1ccccc1)NCc1ccco1 | -4%
92 | O=C1NC(=O)[C@@](Cc2ccccc2)(c2cccnc2)N1 | -3%[5.75 µM]
93 | CCN1CCN(C(c2ccc(F)cc2)c2nnnn2Cc2cccs2)CC1 (stereo not drawn) | 2%
94 | O=C(c1ccc(Cl)s1)N1CCN(c2ccccc2)CC1 | 9%
95 | CCC(C)C1C(C#N)=C(N)Oc2n[nH]c(C)c21 (stereo not drawn) | 12%
96 | COc1ccc(-c2cc(-c3cccs3)c(C#N)c(SCC(=O)NCc3ccco3)n2)cc1 | 2%
97 | Cc1noc(C)c1CSc1ncnc2sc(C)c(C)c12 | -5%
98 | O=C(Nc1ccccc1)Nc1nncs1 | 4%
99 | CCOC(=O)c1ccccc1NC(=O)c1ccc(NS(C)(=O)=O)cc1 | -11%
100 | O=C(c1ccccc1F)N1CCN(c2ccccc2F)CC1 | -2%
101 | CCOC(=O)c1c(C)c(C(=O)N(C)C2CCCCC2)c(C)n1C | -2%
102 | CCn1c(=N)n(CCOc2ccc(OC)cc2)c2ccccc21 | -2%
103 | CC(=NCCCN1CCCCC1)c1c(O)n(Cc2ccccc2)c(=O)[nH]c1=O | 9%
104 | Cc1cc(NC(=O)CSc2nnc(-c3ccoc3C)o2)no1 | 22%

# Carrying on:
item | Structure | AmpC det inh
105 | COc1cccc(C(O)CC(N)=O)c1 (stereo not drawn) | 1%
106 | CCn1cc(C(=O)NCC2CCCO2)c(=O)c2cc(S(=O)(=O)N3CCCCC3)ccc21 (stereo not drawn) | -1%
107 | CCCCSc1nnc(-c2ccc(NC(=O)CC)cc2)n1C | -3%
108 | O=C(O)Cc1ccc(C(=O)c2cccs2)s1 | -2%
109 | CN1CSC(=S)N(C)C1 | 12%
110 | CCOC(=O)N1CCN(c2c(F)cc3[nH]c(=S)[nH]c3c2Br)CC1 | -3%
111 | O=S(=O)(O)c1ccc(O)c2ncccc12.O=S(=O)(O)c1ccc(O)c2ncccc12.[Zn] | -3%[5.75 µM]
112 | COC(=O)Nc1nnc(CC(=O)Nc2ccccc2C)s1 | -1%

# Entries from the list above that contain a COOH group:
item | Structure | AmpC det inh
22 | O=C(O)c1cccc2c1C(=O)N(C1CCCCC1)C2 | 20%
31 | O=C(O)C/C(=C\c1ccco1)C(=O)O | -4%[5.75 µM]
34 | O=C(O)Cn1ccnc1[N+](=O)[O-] | -4%[5.75 µM]
61 | C[C@@](N)(C(=O)O)c1ccc(C(=O)O)cc1 | 2%&-4%&-4%
64 | O=C(O)CCCNS(=O)(=O)c1cccs1 | -1%
72 | COc1ccc2nc(C)cc(C(=O)O)c2c1 | 12%
108 | O=C(O)Cc1ccc(C(=O)c2cccs2)s1 | -2%

# The results go on:
item | Structure | AmpC det inh
113 | COc1ccc(C(=O)COC(=O)Cn2nnc3ccccc32)cc1Br | 2%
114 | COc1ccc(-c2nnn(CC(=O)NC3CCCc4ccccc43)n2)cc1OC (stereo not drawn) | -2%
115 | O=C(NCc1ccco1)C1CCCN(S(=O)(=O)c2cccc3nsnc23)C1 (stereo not drawn) | -8%
116 | O=C(NC1CC1)c1ccc2c(c1)ncn2C1CCCC1 | -1%
117 | CCN1C(=O)c2ccccc2S(=O)c2ccc(C(=O)NC3CC3)cc21 (stereo not drawn) | 5%
118 | CCC(C)(C)n1nnnc1C(c1cccnc1)N1CCCc2ccccc21 (stereo not drawn) | -5%
119 | COC(=O)Cn1c(=O)sc2ccccc21 | 11%
120 | CC1CN(Cc2nc3c(c(=O)n(C)c(=O)n3C)n2CC(=O)c2ccccc2)CC(C)O1 (stereo not drawn) | -3%
121 | CN(CCC(=O)O)C1=Nc2ccc(Cl)cc2C(c2ccccc2)=[N+]([O-])C1 | 0%[5.75 µM]
122 | CCOC(=O)Cc1csc(NC(=O)CCS(=O)(=O)Cc2ccccc2)n1 | -5%
123 | O=C(NCCOC(=O)c1ccc(S(=O)(=O)N2CCOCC2)cc1)c1cccnc1 | 3%
124 | NC[C@H](O)c1cc(O)c(O)cc1F | -1%
125 | CN(C)Cc1ccccc1-c1ccc2ncnc(N(C)C)c2c1 | 10%
126 | CC(=O)NC12CC3CC(C1)CC(C(=O)OCC(=O)c1ccc4c(c1)OCCO4)(C3)C2 | 1%
127 | COc1ccccc1N1CCN(c2cc(=O)n(Cc3ccc(F)cc3)c(=O)[nH]2)CC1 | 12%
128 | CC(C)c1nnc(SCC(=O)NCc2ccco2)n1C | 11%
129 | N=c1c(S(=O)(=O)c2ccccc2)cc2c(=O)n3ccccc3nc2n1Cc1ccco1 | -2%
130 | CC(C)NC(=O)N1CC2(CCN(S(=O)(=O)c3ccccc3)CC2)C1 | -3%
131 | CCOc1ccc(OCC)c(NC(=O)C2CCCN(S(=O)(=O)c3c(C)noc3C)C2)c1 (stereo not drawn) | -9%
132 | CCn1nc(C)c(Oc2ccccc2O)c1C | -3%

# The list is partial; the hit share may differ from the screen's.
